DT40 TDP1 no CPT: qHTS for Inhibitors of human tyrosyl-DNA phosphodiesterase 1 (TDP1): qHTS in cells in absence of CPT; DT40 Tdp1-/- hTDP1 cells, no CPT, ATP luminescence, 48 h; Potency, µM (doses to about 46.2 µM), for the others: at the highest dose activity change, negative = growth inhibition, actives largely listed as inhibitors; 420,000 compounds, 15% hits; also: nearly all actives have a fitted effect of over 55% in size
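Seeded 400 DT40-hTDP1 cells/well (vehicle DMSO, no 20 nM CPT); pinned compounds; ≥48 hr at 37 °C; CellTiter-Glo luminescence as viability measure.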
N370S GC: inhibits or activates N370S mutant glucocerebrosidase. 330,000 compounds, 0.092% hits. AID 2101. N370S GC spleen homogenate, 4MU-glucoside fluorescence. Potency, µM (series often up to 59.4 µM), for inactives: top-dose activity change, negative = inhibition, most hits filed as inhibitors;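 also: 0% = full enzyme activity and -100% = no enzyme basal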
TDP1 inh: blocks human tyrosyl-DNA phosphodiesterase 1; Q9NUW8; Potency, µM (series often up to 130 µM), for inactives: top-dose activity change, negative = inhibition, hits mostly inhibitors; recombinant TDP1, AlphaScreen DNA substrate cleavage; 350,000 compounds, 0.28% hits; AID 485290; also: nearly all actives have a fitted effect of over 40% in size
Target sequence (Q9NUW8 whole entry, looked up): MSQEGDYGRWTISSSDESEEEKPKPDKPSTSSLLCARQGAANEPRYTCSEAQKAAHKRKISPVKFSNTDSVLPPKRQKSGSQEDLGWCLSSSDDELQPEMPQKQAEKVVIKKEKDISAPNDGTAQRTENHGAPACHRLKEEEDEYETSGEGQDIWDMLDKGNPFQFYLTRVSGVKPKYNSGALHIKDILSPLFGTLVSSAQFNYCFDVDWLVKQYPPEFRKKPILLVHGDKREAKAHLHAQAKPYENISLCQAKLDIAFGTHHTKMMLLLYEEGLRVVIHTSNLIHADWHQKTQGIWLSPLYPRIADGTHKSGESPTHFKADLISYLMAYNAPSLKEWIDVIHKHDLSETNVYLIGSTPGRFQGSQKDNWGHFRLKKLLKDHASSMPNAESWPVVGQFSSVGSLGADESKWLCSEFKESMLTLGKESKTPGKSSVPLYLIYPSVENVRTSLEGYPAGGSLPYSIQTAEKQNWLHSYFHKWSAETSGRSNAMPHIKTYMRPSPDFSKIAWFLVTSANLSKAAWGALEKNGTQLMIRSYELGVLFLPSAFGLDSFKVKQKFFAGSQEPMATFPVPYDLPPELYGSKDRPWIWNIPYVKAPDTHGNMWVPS
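Recombinant E. coli-expressed Tdp1 (1 nM) preincubated with compound 15 min at RT, then 5'-biotin/3'-phosphotyrosine-FITC DNA substrate (15 nM) added for 5 min. AlphaScreen beads (10 ug/ml) added, 10 min RT; tyrosine-FITC cleavage read as signal loss.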
Numbers without * were called inactive; ? = inconclusive; . = no result given; & = joins results of further samples; [ ] = dose if it differs, or a comment. Calls follow the shape of the dose curve; as a rule, active = well fitted curve in the direction sought with a large enough effect; inconclusive = small, poorly fitted or top-dose-only effect, or another doubt; inactive = no such curve, though single readings can be large; an effect the other way counts as inactive or inconclusive. Unless noted, % is scaled to controls: 0 for no effect and ±100 for the full control effect; potency is read from the fitted curve at half-maximal effect. Only part of the results is shown; the hit share may differ from the screen's.

SMILES	DT40 TDP1 no CPT	N370S GC	TDP1 inh
COc1ccc(OCc2n[nH]c(=S)n2Cc2ccco2)cc1	?	1.4%	5.8%
COc1cc(CC(=O)N2C[C@H]3C[C@@H](C2)c2cccc(=O)n2C3)cc(OC)c1OC	-0.1%	.	0.0%
COC(=O)C1C2CC[C@@H](CC1OC(=O)c1ccccc1)N2 (stereo partly specified)	-1.4%	.	1.6%
Cc1cccc(CN2C(=O)CN=C(c3ccccc3Cl)c3cc(Cl)ccc32)c1	23.1µM*	.	0.9%
CC12CCC3C(CC=C4CC(O)CCC43C)C1C/C(=C\c1cccc(F)c1)C2=O (stereo unspecified)	14.6µM*	-3.9%	-2.7%
Cc1cccc2c(CCN)c[nH]c12	-20.0%	2.2%	5.3%
Cc1ccc(-c2nn(Cc3ccccc3)cc2C=O)cc1	?	15.8%	-3.4%
O=c1[nH]c(O)c(C=NC2CCN(Cc3ccccc3)CC2)c(=O)[nH]1	8.3%	8.7%	2.0%
CCN(CC)C(=O)c1ccc(NC(=O)c2cc(S(=O)(=O)N3CCCCCC3)ccc2OC)cc1	?	-6.4%	.
COc1ccc(-n2c(SC)nc3ccccc3c2=O)cc1	18.4µM*	7.7%	0.0%
COc1ccccc1NC1(C#N)CCCCC1	31.6%[activator]	10.5%	2.6%
CCCCC(CC)COC(=O)CCCCC(=O)OCC(CC)CCCC (stereo unspecified)	0.0%	-8.5%	8.2%
CCC(C)n1c(O)c(C=NCCN2CCOCC2)c(=O)[nH]c1=S (stereo unspecified)	-5.7%	1.8%	7.7%
COc1cccc(-c2nnc3n(Cc4ccccc4Cl)c(=O)c4ccccc4n23)c1O	?	.	5.7%
O=C(NCC(c1cccnc1)N1CCN(c2ccc(F)cc2)CC1)Oc1ccccc1 (stereo unspecified)	?	-25.2%	7.8%
O=P1(Oc2ccccc2)CC=C[C@H](COCc2ccccc2)O1 (stereo partly specified)	-25.6%	0.2%	.
CC1(C(=O)O)C2CCC(O2)C1(C)C(=O)O (stereo unspecified)	.	-0.9%	-14.2%[56.1 µM]
CC1=NN(c2ccccc2)C(=O)C1/C=C1\C(=O)NC(=O)N(c2ccc(C)c(C)c2)C1=O (stereo unspecified)	?	-3.0%	2.2%
Cc1ccc(C(=O)C2CN3CCC2CC3)cc1 (stereo unspecified)	-20.2%	11.1%	-1.1%
O=C(O)[C@H]1[C@H]2CN[C@H](C(=O)O)[C@H]21	-21.9%&-14.6%	1.6%&10.1%	-1.2%
COC(=O)CC(NC(=S)N1CC2C[C@@H](C1)Cn1c2cccc1=O)C(=O)OC (stereo partly specified)	0.2%	0.5%	.
COc1cc2c(cc1/C=C/[N+](=O)[O-])OCO2	2.31µM*	7.2%	5.3%
Cc1ccc(C(=O)Nc2nc3ccccc3n2CCN2CCCC2)cc1	13µM*	-3.6%	10.8%
Cc1cc(-c2ccc(C)c(S(=O)(=O)N3CCOc4ccc(Cl)cc43)c2)on1	13µM*	.	0.0%
NC1=NC(c2cccnc2)n2c(nc3ccccc32)N1 (stereo unspecified)	6.6%	3.2%	.
New compounds follow:
SMILES	DT40 TDP1 no CPT	N370S GC	TDP1 inh
O=C(N/N=C/c1c(O)n(C2CC2)c(=S)[nH]c1=O)c1ccccc1	2.5%	-7.3%	14.5%
Cc1cccc(C)c1N	.	17.5%	6.5%
COC(=O)C1=Nc2ccccc2/C1=C\c1c(O)n(-c2cc(OC)ccc2OC)c(=O)[nH]c1=O	-14.2%	-4.4%	?
COc1ccccc1N1CCN(Cc2ccc(Br)s2)CC1	-26.7%	-1.0%	-6.9%
Cc1ccc2ccccc2c1NC(=O)CNC1CCCCC1	?	-8.5%[12.8 µM]	0.0%
COP(=O)(OC)C(NC(C)=O)C(Cl)(Cl)Cl (stereo unspecified)	?	7.3%	7.9%
Cc1ccc(NC(=S)NCCc2cnc[nH]2)cc1C	-4.3%	9.0%	2.7%
C/C=C1\C[N@@+]2(C)CC[C@@]34C(=C(C=O)[C@H]1C[C@H]32)Nc1ccccc14	.	-8.3%[21.6 µM]	5.7%[56.1 µM]
CCN1CCN(C(=O)COc2ccc(S(=O)(=O)N(C)Cc3ccccc3)cc2)CC1	-21.1%	-6.7%	0.0%
COc1ccc(OCC(=O)N2CCN(C(C)C)CC2)cc1	-9.1%	2.8%	-9.8%
CC(C)CC(NC(=O)CCCNC(=O)CCC(=O)OC1O[C@H]2OC3(C)CC[C@H]4[C@H](C)CCC(C1C)C24OO3)C(=O)O (stereo partly specified)	0.184µM*	4.3%	.
c1ccc2sc(C3(NCC4CC4)CCCCC3)cc2c1	13µM*	-0.1%	7.3%
CCCCNC(=O)n1c(NC(=O)OC)nc2ccccc21	.	-4.4%	11.6%
CN1CCN(c2csc3ccc(F)cc3c2=O)CC1	-3.1%	.	4.1%
Cc1cc(OCC(=O)NC2CCS(=O)(=O)C2)c2c3c(c(=O)oc2c1)CCC3 (stereo unspecified)	-6.5%	4.7%	8.3%
CN1CCN(c2ccc(N)c(N3CCN(C)CC3)c2)CC1	?	11.4%	9.8%
CCCC[C@@H](C)C[C@@H](C)C(=O)N(C)[C@@H](CC(C)C)C(=O)N[C@H](C(=O)N(C)[C@H](C(=O)N1C[C@@H](O)C[C@H]1C(=O)N1C(=O)C=C[C@@H]1C)C(C)C)C(C)OC(C)=O (stereo partly specified)	0.0065µM*	.	0.1%
Cc1ccc(-c2nc3ccccc3c(=O)n2-n2cccc2)cc1	11.6µM*	5.8%	5.8%
CSc1ncc(CN2CCCC(C(=O)c3cccc(Cl)c3)C2)cn1 (stereo unspecified)	?	-0.2%	5.1%
O=C(CN1CCCCC1)c1ccc(OC(F)F)cc1	-16.3%	7.3%	5.3%
NNc1n[nH]c(=S)n1N	?	1.6%	0.0%
Nc1ccc(Cl)cc1C(=O)c1ccccc1	-12.9%	9.6%	0.0%
COC(=O)C1=C(c2ccc(Cl)c(C(F)(F)F)c2)C[C@@H]2CC[C@H]1N2C(=O)NCCOc1ccc(OC)cc1	?	.	-13.0%
CC(C)Oc1cccnc1N(C)C1CCN(Cc2ccccc2)CC1	-19.8%	-2.4%	?
CC1=CC(=O)OC2CC3OC4C[C@@H](C)C5OC6CC7O[C@]8(C)C/C=C\C9OC%10CC%11OC(CC(C)C%12OCCO%12)CC(O)[C@]%11(C)OC%10CC9OC8C[C@]7(C)O[C@]6(C)CCC5OC4C[C@]3(C)OC12 (stereo partly specified)	?	.	1.0%
(list continues)
SMILES	DT40 TDP1 no CPT	N370S GC	TDP1 inh
O=c1[nH]c(=O)n(Cc2ccco2)c(O)c1C=NCc1ccc2c(c1)OCO2	-20.0%	9.9%	3.9%
COc1ccc(NC(=O)N2C[C@@H]3C[C@@H](C2)c2cccc(=O)n2C3)c(OC)c1	-0.9%	0.7%	.
CC1=C2C(=O)C3C(CC=C4C[C@@H](O)CC[C@@]43C)[C@@H]2CC[C@]12O[C@@H]1C[C@H](C)CN[C@H]1C2C (stereo partly specified)	.	-3.4%	6.2%
CCOC(=O)C(O)(c1ccc(NC(=O)NC2CCCCC2)cc1)C(F)(F)F (stereo unspecified)	?	5.9%	4.2%
CN1CCC(O)(c2ccccc2)C(C(=O)c2ccccc2)C1 (stereo unspecified)	18.4µM*	10.6%	0.0%
CCC(=O)N1CC(=O)Nc2ccc(Cl)cc2C1c1ccc(F)cc1 (stereo unspecified)	-5.8%	24.3%	1.8%
Nc1ccc(N)cc1	-17.3%	-5.6%&-15.8%	16.7%&14.3%
CC1(C)C[C@H]2C=C(C=O)[C@]3(C=O)C[C@]3(C)[C@H]2C1	0.82µM*	4.0%	2.7%
O=c1[nH]c(=S)n(-c2ccccc2)c(O)c1/C=N/N1CCCCC1c1cccnc1 (stereo unspecified)	-5.8%	8.4%	5.8%
CC/C(=N\Nc1ccccc1)c1c(O)n(-c2ccccc2)c(=O)[nH]c1=O	6.1%	1.6%	5.1%
Oc1ccc2c3c1O[C@H]1[C@H](O)CC[C@@]4(O)[C@@H](C2)N(CC2CC2)CC[C@]314	.	-6.9%	8.2%
COCCN1C(=O)/C(=C/c2c(OC)cc(OC)cc2OC)C(=O)N(c2ccccc2)C1=O	20.0%	-5.8%	.
OC12CCCCC1C(c1ccccc1)NCC2 (stereo unspecified)	-1.7%	2.4%	-1.1%
CN1CCC2=C[C@H](O)[C@@H]3OC(=O)c4cc5c(cc4[C@H]3[C@H]21)OCO5	.	-0.9%[21.6 µM]	-2.2%[56.1 µM]
[N-]=[N+]=[N-]	.	-6.6%	15.5%
Clc1cc(Cl)c(Cl)c(Cl)c1	.	-1.1%	0.8%
O=C(Nc1ccc(Br)cc1C(=O)c1ccccc1Cl)c1ccccc1F	-14.0%	.	2.2%[12.3 µM]
COc1cccc2cc(-c3cc(=O)oc4ccc(OC(=O)N(C)C)cc34)oc12	-1.5%	-1.4%	0.0%
O=P1(NCc2ccco2)COc2ccccc2OC1	-0.4%	8.6%	-2.0%
COC(=O)C1=C(c2ccc(-c3ccccc3)c(F)c2)C[C@@H]2CC[C@H]1N2C(=O)NC1CC1	9.2µM*	.	1.2%
COC(=O)C1=C(c2ccc3ccccc3c2)C[C@@H]2CC[C@H]1N2C(=O)NC(C)C	18.4µM*	.	0.4%
COC(=O)c1c(-c2ccc(Cl)cc2)noc1N1CCN(c2ccc(C(C)=O)cc2)CC1	20.6µM*	.	8.1%
CC(C)C[C@H](NC(=O)[C@H](Cc1ccccc1)NC(=O)CNC(=O)[C@@H](NC(=O)[C@@H](N)Cc1ccc(O)cc1)[C@H](C)O)C(=O)N[C@H](C(=O)O)[C@H](C)O	-6.3%[4.12 µM]	9.2%	-1.2%
CCOC(=O)C(O)(c1ccc(N(CC)S(=O)(=O)c2ccccc2)cc1)C(F)(F)F (stereo unspecified)	?	-1.2%	0.0%
CCC1=C(C)C(N2CCOCC2)=NP(N2CCOCC2)(N2CCOCC2)=N1	8.2%	7.5%	-1.0%

A second format for part of the listing above.
Molecule: Oc1ccc2c3c1O[C@H]1[C@H](O)CC[C@@]4(O)[C@@H](C2)N(CC2CC2)CC[C@]314
  DT40 TDP1 no CPT: .; N370S GC: -6.9%; TDP1 inh: 8.2%

Molecule: CN1CCC(O)(c2ccccc2)C(C(=O)c2ccccc2)C1 (stereo unspecified)
  DT40 TDP1 no CPT: 18.4µM*; N370S GC: 10.6%; TDP1 inh: 0.0%

Rewritten with two lines to a compound: 7 of the compounds above
Every second line gives: DT40 TDP1 no CPT | N370S GC | TDP1 inh
- Oc1ccc2c3c1O[C@H]1[C@H](O)CC[C@@]4(O)[C@@H](C2)N(CC2CC2)CC[C@]314
 : . | -6.9% | 8.2%
- CC(C)C[C@H](NC(=O)[C@H](Cc1ccccc1)NC(=O)CNC(=O)[C@@H](NC(=O)[C@@H](N)Cc1ccc(O)cc1)[C@H](C)O)C(=O)N[C@H](C(=O)O)[C@H](C)O
 : -6.3%[4.12 µM] | 9.2% | -1.2%
- Nc1ccc(N)cc1
 : -17.3% | -5.6%&-15.8% | 16.7%&14.3%
- CC1=C2C(=O)C3C(CC=C4C[C@@H](O)CC[C@@]43C)[C@@H]2CC[C@]12O[C@@H]1C[C@H](C)CN[C@H]1C2C (stereo partly specified)
 : . | -3.4% | 6.2%
- Clc1cc(Cl)c(Cl)c(Cl)c1
 : . | -1.1% | 0.8%
- COc1cccc2cc(-c3cc(=O)oc4ccc(OC(=O)N(C)C)cc34)oc12
 : -1.5% | -1.4% | 0.0%
- COc1ccc(NC(=O)N2C[C@@H]3C[C@@H](C2)c2cccc(=O)n2C3)c(OC)c1
 : -0.9% | 0.7% | .

Other records follow:
SMILES	DT40 TDP1 no CPT	N370S GC	TDP1 inh
Cn1c(=O)c2c(nc(N/N=C/c3c(O)n(C4CCCCC4)c(=S)[nH]c3=O)n2C)n(C)c1=O	?	-2.4%	.
COC(=O)C1=C(c2ccc3ccccc3c2)C[C@@H]2CC[C@H]1N2C(=O)N1CCC(O)CC1	?	.	0.8%
O=C(Cc1cccc(C(F)(F)F)c1)N1CCN(CC(=O)N2CCCC2)CC1	0.1%	.	1.7%
CN(C)CC1CSCCC1(O)c1cccc(Cl)c1 (stereo unspecified)	-10.2%	5.7%	?
Cc1ccccc1NC(=O)Cc1nc(COC(=O)c2cc([N+](=O)[O-])ccc2N)cs1	?	23.4%	1.7%
O=[N+]([O-])c1cc(-c2ccc([As](=O)(O)O)cc2)ccc1[As](=O)(O)O	.	1.2%	35.5µM*
CS(=N)(=O)CC[C@@H](N)C(=O)O (stereo partly specified)	.	4.1%[21.6 µM]	11.3%[21 µM]
Nc1ccc(C2(c3ccc(N)cc3)c3ccccc3-c3ccccc32)cc1	14.8%	-13.6%	8.1%
C=CCC1C(=O)NC(=S)NC1=O	0.9%	3.2%	-13.2%
Clc1cccc(SC2CCNCC2)n1	?	-6.7%&-6.5%	8.5%&7.1%
Oc1c(Br)cc(Br)cc1Oc1ccc(Br)cc1Br	.	-11.0%	-8.2%
CCCCOc1ccc(C(=O)NCCc2csc(-c3ccc(OC)cc3)n2)cc1	4.11µM*	.	5.5%
O=S(=O)(c1ccc(O)cc1)c1ccc(O)cc1	-0.3%	-6.5%	.

Screens as filed in PubChem BioAssay.
